NCOA1 inh – SRC1 coactivator transcriptional activity inhibitors, primary screen, cell-based, luminescence; Nuclear receptor coactivator 1 (Homo sapiens), Q15788; HEK293 GAL4-SRC1 luciferase reporter; inhibition, % at 3.6 µM; actives 0.12% (n = 360,000); AID 588354, 2011;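 active = inhibition above the campaign mean plus 3 SD, with each screening campaign given its own cutoff, cut at about 60% in these data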;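 note: 0% = DMSO treated cells and 100% = gossypol at 36 µM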
Target sequence (Q15788 whole entry, looked up, the tested form may be a part): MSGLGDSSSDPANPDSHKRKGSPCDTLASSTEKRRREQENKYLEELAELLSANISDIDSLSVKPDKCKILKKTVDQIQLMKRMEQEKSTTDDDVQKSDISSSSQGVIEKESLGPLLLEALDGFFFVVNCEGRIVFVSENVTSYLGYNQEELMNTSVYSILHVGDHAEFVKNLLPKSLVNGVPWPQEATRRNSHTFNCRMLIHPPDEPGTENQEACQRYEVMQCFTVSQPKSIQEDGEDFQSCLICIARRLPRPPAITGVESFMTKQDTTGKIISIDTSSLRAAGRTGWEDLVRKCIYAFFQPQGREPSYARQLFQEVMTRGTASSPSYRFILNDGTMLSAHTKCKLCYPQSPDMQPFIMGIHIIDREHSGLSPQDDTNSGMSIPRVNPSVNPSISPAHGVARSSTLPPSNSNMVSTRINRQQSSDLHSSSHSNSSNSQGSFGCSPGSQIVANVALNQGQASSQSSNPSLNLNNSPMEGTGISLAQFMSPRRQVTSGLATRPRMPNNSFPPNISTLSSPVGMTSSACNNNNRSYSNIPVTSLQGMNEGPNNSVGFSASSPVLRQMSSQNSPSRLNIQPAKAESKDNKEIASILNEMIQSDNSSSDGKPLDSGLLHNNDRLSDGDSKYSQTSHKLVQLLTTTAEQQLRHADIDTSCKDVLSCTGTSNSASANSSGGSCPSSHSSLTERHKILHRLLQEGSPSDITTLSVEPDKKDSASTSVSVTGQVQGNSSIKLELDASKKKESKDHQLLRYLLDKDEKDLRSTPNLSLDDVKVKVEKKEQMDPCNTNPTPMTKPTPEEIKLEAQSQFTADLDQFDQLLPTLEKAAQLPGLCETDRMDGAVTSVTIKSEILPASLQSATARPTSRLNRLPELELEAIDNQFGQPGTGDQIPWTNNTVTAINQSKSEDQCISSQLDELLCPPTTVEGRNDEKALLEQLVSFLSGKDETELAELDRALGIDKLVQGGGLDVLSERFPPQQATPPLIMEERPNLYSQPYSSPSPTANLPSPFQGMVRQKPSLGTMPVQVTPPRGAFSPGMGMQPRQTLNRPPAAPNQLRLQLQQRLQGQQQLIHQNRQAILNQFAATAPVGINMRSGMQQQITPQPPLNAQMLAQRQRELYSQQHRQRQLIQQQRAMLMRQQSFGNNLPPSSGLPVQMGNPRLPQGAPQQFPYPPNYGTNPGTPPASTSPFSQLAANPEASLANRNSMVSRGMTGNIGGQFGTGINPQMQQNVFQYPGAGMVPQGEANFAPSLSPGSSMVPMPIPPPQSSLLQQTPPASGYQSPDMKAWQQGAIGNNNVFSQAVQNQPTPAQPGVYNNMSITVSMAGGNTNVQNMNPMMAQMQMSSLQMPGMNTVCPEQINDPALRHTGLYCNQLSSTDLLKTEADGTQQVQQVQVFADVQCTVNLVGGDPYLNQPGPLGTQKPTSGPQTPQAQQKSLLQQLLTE
LMP1 NFkB inh – EBV LMP1-driven NF-kappaB luciferase reporter inhibitors, primary screen, cell-based, luminescence, single point; LMP1-induced NF-kappaB luciferase reporter cells; inhibition, % at 12.5 µM; actives 0.69% (n = 350,000); AID 504558, 2011; in the data active = inhibition above about 41%; inconclusive = no clear call, values can overlap the other calls;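 note: 0% = neutral control wells and 100% = reference inhibitor control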
TWEAK-Fn14 inh – inhibitors of TWEAK-Fn14 signaling, primary screen, luciferase reporter cells, uHTS. AID 1159606, 2016. TWEAK-stimulated Fn14 reporter cells, luciferase luminescence, 8 h. inhibition, % at 10 µM. actives 2% (n = 360,000); in the data active = inhibition above about 50%
COUP-TFII inh – NR2F2 transcriptional activity inhibitors, primary screen, cell-based, luciferase reporter, HEK293T, luminescence; HEK293T NGFI-A luciferase reporter; inhibition, % at 8.6 µM; COUP transcription factor 2 (Homo sapiens), P24468; AID 686940, 2013; actives 0.7% (n = 370,000);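 active = inhibition above a per-plate cutoff, mean inhibition of test wells between control levels plus 3 SD, cut at about 38% in these data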;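 note: cells cotransfected with COUP-TFII expression vector driving the NGFI-A reporter; 0% = median of COUP-TF2 test wells and 100% = reporter-only cells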
CF NFkB block – inhibitors of PAF-induced NF-kB signaling, primary screen, cell-based, GFP fluorescence, uHTS; KKLEB NF-kB-GFP reporter, GFP fluorescence overnight; inhibition, % at 5 µM; actives 0.86% (n = 360,000); AID 588850, 2011;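 active = at least 50% inhibition at 5 µM, scaled per plate between neutral and stimulator controls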;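 note: PAF is a Pseudomonas aeruginosa culture filtrate used as stimulus; plate controls were PAF-stimulated DMSO wells for no effect and unstimulated DMSO wells for full effect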
TROY signal inh – inhibitors of TROY-driven NF-kB signaling, primary screen, Q293 LMP1-TROYcd cells, NF-kB luciferase, uHTS | Q293 LMP1-TROYcd NF-kB luciferase reporter, 4 h | inhibition, % at 10 µM | actives 0.98% (n = 360,000);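 active = compounds whose plate-normalised and pattern-corrected inhibition of the luciferase reporter signal at the single screening dose is 50% or more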
SRC2 inh – inhibition of GAL4-SRC2 driven luciferase reporter, primary screen, SRC2 inhibitor project, cell-based, luminescence. Nuclear receptor coactivator 2 (Homo sapiens), Q15596. HEK293 GAL4-SRC2 luciferase reporter. inhibition, % at 9 µM. actives 0.17% (n = 370,000). AID 651957, 2012;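 active = inhibition above the mean inhibition of all tested compounds plus 3 SD, set per campaign, cut at about 52% in these data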;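 note: 0% = DMSO treated cells and 100% = cells given Gossypol at 36 µM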
NR5A2 inv ag – LRH-1 (NR5A2) inverse agonists, primary screen, cell-based, luminescence, HEK293T, StAR-luciferase reporter; Nuclear receptor subfamily 5 group A member 2 (Homo sapiens), O00482; LRH-1 transfected, 24 h; inhibition, % at 3.6 µM; actives 0.13% (n = 360,000);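 active = inhibition above the mean inhibition of all tested compounds plus 3 SD, cut at about 73% in these data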;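 note: 0% = DMSO wells and 100% = reporter-only cells lacking LRH-1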
TRAIL sens C8 – viability loss with TRAIL in NB7+C8 cells, primary screen, TRAIL sensitizer project, cell-based, ATPlite luminescence; actives 1% (n = 360,000); AID 624354, 2012; inhibition (viability loss, TRAIL sensitization), % at 10 µM;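 active = compounds causing at least 50% loss of cell viability in the single-dose screen, relative to plate controls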
KKLEB tox – cytotoxicity in KKLEB CF airway cells, primary screen, cytotoxicity control for CF NF-kB inhibitor project, cell-based, uHTS, fluorescence assay plates; KKLEB CF airway cells viability, ATPlite luminescence, overnight; hits give low values; cells stimulated with P. aeruginosa culture filtrate; AID 602141, 2011; actives 0.36% (n = 360,000); activity change (cytotoxicity), % at 5 µM;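 active = corrected activity change at or below -50% at 5 µM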
NCOA3 inh – SRC3 coactivator transcriptional activity inhibitors, primary screen, cell-based, luminescence; Nuclear receptor coactivator 3 (Homo sapiens), Q9Y6Q9; HEK293 GAL4-SRC3 luciferase reporter; inhibition, % at 3.6 µM; actives 0.17% (n = 360,000); AID 588352, 2011;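 active = inhibition above a per-campaign cutoff, the mean of all compounds plus 3 SD, cut at about 60% in these data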;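 note: 0% = DMSO-treated cells and 100% = gossypol-treated cells at 36 µM; higher means less SRC3-driven luciferase light from the GAL4 reporter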
The depositor's hits bear a star; u = inconclusive; x = not tested or not shown.

SMILES	NCOA1 inh	LMP1 NFkB inh	TWEAK-Fn14 inh	COUP-TFII inh	CF NFkB block	TROY signal inh	SRC2 inh	NR5A2 inv ag	TRAIL sens C8	KKLEB tox	NCOA3 inh
O=C(CNC(=O)c1ccccc1Br)NCCSc1ccc(Br)cc1	-10	-4	-10	4	12	-13	14	-1	-9	5	-20
CC(C)=NNc1nc2c(c(=O)[nH]c(=O)n2C)n1CCc1ccccc1	9	-3	8	18	13	5	0	5	0	-6	9
O=C(OCC(=O)N1CCN(S(=O)(=O)c2ccccc2)CC1)c1ccc([N+](=O)[O-])o1	10	5	5	4	11	-13	14	7	0	-9	12
Cc1cccc(C(=O)OC(C)CN2CCCC2)c1 (stereo not drawn)	-11	5	10	-5	14	17	-15	-8	-3	7	-10
O=C(COC(=O)CCc1nc2ccccc2s1)Nc1nc(-c2ccccc2)cs1	-30	-5	-1	-6	2	-14	-16	-45	-6	11	-13
Cc1noc(C)c1C(=O)N1CCC(C(=O)c2ccccc2)CC1	-10	7	2	-9	-4	-16	3	-4	-2	9	2
Cc1cccc(C)c1NC(=O)CS(=O)CC(=O)NC1CCCc2ccccc21 (stereo not drawn)	-11	u	-10	9	-9	-1	-7	20	-3	-7	3
CS/C(=C\[N+](=O)[O-])Nc1ccc(Cl)cc1	2	-18	-14	-4	-25	-12	8	-2	-14	-1	7
O=C(CSc1n[nH]c(-c2ccccc2)n1)NCc1cccc(C(=O)O)c1	-14	-10	10	4	-5	1	0	-4	0	0	16
COc1cnc(-c2ccccn2)nc1Oc1ccc(C(C)(C)C)cc1	-30	-4	-19	35	-17	3	9	4	3	-1	-5
COc1ccc(C2N(C(=O)C(F)(F)F)C(C)CN2S(=O)(=O)c2ccc(C)cc2)cc1 (stereo not drawn)	-4	-9	18	-6	12	20	0	14	5	-11	1
O=C(OCC(=O)N1CCc2ccccc21)c1cccnc1Cl	-6	-18	-20	x	22	-90	x	-25	-3	-26	-12
O=C1CCC/C(=N/NC(=O)c2cc(NS(=O)(=O)c3cccs3)cc(NS(=O)(=O)c3cccs3)c2)C1	4	5	10	4	-11	22	-19	0	-24	-14	7
O=C(COC(=O)c1ccc(S(=O)(=O)N2CCOCC2)cc1)NC1CCCCCCC1	3	-23	10	3	3	-9	13	6	0	7	-7
COc1cc(SC)ccc1C(=O)N1CCN(Cc2ccccc2)CC1	10	19	-9	-5	37	-5	21	9	4	6	6
NC1=NC2(CCCCC2)N(c2ccc(F)cc2F)C(N)=N1	8	-5	-8	8	4	16	2	9	-8	-6	-2
Cc1ccc2c(c1)c1c(n2CC(O)Cn2c(C)nc3ccccc32)/C(=N\O)CCC1 (stereo not drawn)	7	-12	-4	x	6	-31	x	3	0	-6	-5
O=C(NC(=O)c1cc(OCC(F)(F)F)ccc1OCC(F)(F)F)Nc1ccccc1	7	-1	-14	0	-18	-31	11	-5	12	-6	-5
Cc1ccc(NC(=O)c2nnn(CC(=O)Nc3ccccc3)c2N)cc1C	0	-16	-17	2	23	-14	-19	-10	6	-10	-2
CNC(CC(=O)c1ccc([N+](=O)[O-])cc1)C(Cl)(Cl)Cl (stereo not drawn)	2	21	13	x	47	0	x	-3	25	-8	6
O=S(=O)(c1ccccc1)N1CCCC1c1cccs1 (stereo not drawn)	-10	-12	1	6	-13	1	-11	-16	7	5	10
COC(=O)Nc1nc(Sc2ncc(C(F)(F)F)cc2Cl)n[nH]1	-21	6	-2	2	3	7	-2	3	-8	-2	-5
Cc1cc(C(=O)Nc2ccccc2C(=O)O)ccc1NC(=O)COc1cccc(C)c1C	10	0	26	-15	12	-5	-16	12	1	4	10
COc1ccc(NC(=O)c2ccccc2NC(=O)c2ccco2)c(OC)c1	-48	8	-11	7	-16	-5	-2	-3	29	6	-5
COc1ccc(-n2nc(C(=O)N3CCCCC3)c(C)c(C#N)c2=O)cc1	-9	-4	23	-6	9	7	5	12	-14	-12	-13
O=[N+]([O-])C1=CC=C2C(=NC3(CCCCC3)N2O)C1=NCCO	-1	-9	4	24	10	-5	7	-16	-16	6	-5
CCCn1c(SCC(=O)NCc2cccs2)nc2c1c(=O)n(C)c(=O)n2C	9	-11	14	-5	20	2	-49	-8	-16	4	7
COc1ccccc1OCC(=O)O/N=C(\N)c1ccccn1	-109	-8	7	-49	-18	-25	-59	-140	27	8	-42
COc1ccccc1-c1oc2ccccc2c1-c1ccc2c(c1)OCO2	3	-4	0	4	-13	-17	-43	15	2	5	-5
Cc1ccc(OCCC(=O)OCC(=O)NC(=O)NC2CCCC2)cc1	-1	0	0	-25	20	-6	-15	9	6	12	-40
Cc1cc2c(Nc3ccc(C(=O)O)cc3)ncnc2s1	-28	6	-3	-12	0	-6	17	10	-9	4	-3
CC1(CC(=O)N/N=C/c2ccc(-c3ccc(Cl)cc3)o2)OCCO1	-24	3	-29	-7	-9	-22	-5	6	17	1	-19
CN(C)S(=O)(=O)N1CCN(C(=O)c2cccc(Br)c2)CC1	-16	-7	-6	-4	0	-18	-14	-31	-6	5	-1
CCOc1ccc(CNCCN2CCCC2)cc1	-13	14	-1	23	1	3	15	-18	3	-2	1
OC(Cc1ccnc2ccccc12)C(Cl)(Cl)Cl (stereo not drawn)	19	18	39	37	-4	30	4	13	20	-4	11
Cc1cc(-c2ccccc2)nc2c(Br)c(=O)[nH]n12	4	-2	5	-2	14	-20	1	13	-6	3	-4
O=C(CSc1nnc(CNC(=O)c2cccs2)o1)Nc1ccccc1F	2	-8	0	0	-10	13	-12	3	-3	6	15
OCCCNc1nc(-c2ccccc2)nc2c1oc1ccccc12	2	0	12	8	-34	-17	-10	23	-14	11	-3
O=C(c1cccs1)C1CCCN(Cc2nc(Cc3ccccc3F)no2)C1 (stereo not drawn)	-5	-16	6	21	-13	10	-9	-2	-5	13	-4
COc1cccc(C(=O)SC2=NCCS2)c1	5	16	17	9	11	1	-8	5	-21	8	15
Cc1cc(C)nc(N/C(=N\S(=O)(=O)Cc2ccccc2)Nc2cccc(Cl)c2C)n1	3	13	-20	-5	10	-5	-6	13	2	-5	18
O=C(C(=O)N1CCCCC1)c1c(-c2ccccc2)[nH]c2ccccc12	-11	5	14	8	-8	3	-3	12	-20	5	9
Cc1ccc(NC(=O)Cc2csc(-c3ccccc3)n2)cc1F	-1	0	8	3	-6	-7	0	2	-6	0	-2
CCOC(=O)C1=C(C)NC(=O)NC1c1ccc(OCCO)c(OC)c1 (stereo not drawn)	-4	-1	-19	7	-6	-6	-2	-33	-3	-1	11
CC(c1ccccc1)n1c(-c2cccs2)nc2c(c(=O)c3ccccc3n2C)c1=O (stereo not drawn)	0	x	-31	-1	-38	-12	0	-19	-14	22	9

Part of the list above, in markdown:
| SMILES | NCOA1 inh | LMP1 NFkB inh | TWEAK-Fn14 inh | COUP-TFII inh | CF NFkB block | TROY signal inh | SRC2 inh | NR5A2 inv ag | TRAIL sens C8 | KKLEB tox | NCOA3 inh |
| --- | --- | --- | --- | --- | --- | --- | --- | --- | --- | --- | --- |
| O=C1CCC/C(=N/NC(=O)c2cc(NS(=O)(=O)c3cccs3)cc(NS(=O)(=O)c3cccs3)c2)C1 | 4 | 5 | 10 | 4 | -11 | 22 | -19 | 0 | -24 | -14 | 7 |
| O=C(COC(=O)c1ccc(S(=O)(=O)N2CCOCC2)cc1)NC1CCCCCCC1 | 3 | -23 | 10 | 3 | 3 | -9 | 13 | 6 | 0 | 7 | -7 |

The list continues:
SMILES	NCOA1 inh	LMP1 NFkB inh	TWEAK-Fn14 inh	COUP-TFII inh	CF NFkB block	TROY signal inh	SRC2 inh	NR5A2 inv ag	TRAIL sens C8	KKLEB tox	NCOA3 inh
CCOC(=O)NC(O)C(=O)c1cccs1 (stereo not drawn)	3	4	-5	14	8	-6	-1	7	-9	1	14
Cc1ccc(S(=O)(=O)N2CCCCC2)cc1NCC(=O)Nc1ccc(Br)cc1F	9	-1	80*	55*	-18	53*	18	19	15	-3	9
CCC(=O)Nc1ccc(NC(=O)CSc2nnnn2-c2ccc3c(c2)OCCO3)cc1	0	-1	-18	4	-5	-1	7	13	-6	2	-6
CCS(=O)(=O)N1Cc2ccccc2CC1C(=O)OCC(=O)Nc1ccc(SC(F)F)cc1 (stereo not drawn)	-9	2	8	0	16	10	-9	-26	8	-3	3
COc1ccccc1S(=O)(=O)Nc1cc(S(=O)(=O)N2CCCCC2)ccc1N1CCOCC1	12	1	-18	-5	15	-10	12	19	7	5	12
Cc1cc(C)nc(NNS(=O)(=O)c2ccc(F)c(Cl)c2)n1	-2	1	6	8	-11	-31	-19	2	-1	-14	-3
Cc1ccccc1CN(c1ccc(C(=O)NCCC2=CCCCC2)cc1)S(C)(=O)=O	1	3	15	10	-2	1	-26	12	10	-6	-2
CCC(=O)Nc1ccc(-c2ccc(N3CCC(C)CC3)nn2)cc1	-67	-31	-10	x	-8	25	x	-81	14	1	-68
O=C(NCCCc1ccccc1)c1c(O)nc2sccn2c1=O	-18	5	-23	1	-14	0	-18	-49	-11	6	-4
COc1cccc(N2CC(C(=O)Nc3nnc(SCCN4CCOCC4)s3)CC2=O)c1 (stereo not drawn)	-19	-4	-8	-6	-29	0	-3	2	-5	11	-23
CCc1cccc(CC)c1NC(=O)CSc1nnc(C(C)C)n1CC	-5	1	-5	11	-12	0	-1	14	3	2	8
CCOc1ccc2nc3c(cc2c1)CN(CCOC)C(=NCCOC)S3	-42	2	-2	2	-1	12	14	9	-1	5	11
Cc1ccc(-c2nc3cc(NC(=O)C(C)C)ccc3o2)cc1C	-22	0	86*	2	-13	80*	-50	-46	37	-8	-17
CCCCOC(=O)c1ccc(NC(=S)NC(=O)c2c(Cl)cnn2CC)cc1	0	8	18	4	5	-24	-39	20	3	-2	13
O=C(Nc1ccccc1)OCCNC(=O)c1cccc(Cl)c1	-10	-1	-21	3	-23	-28	-38	-6	4	3	0
Nc1nc2ccc([N+](=O)[O-])cc2[nH]1	-9	7	15	-8	-2	3	21	-4	7	3	-5
CCC(C)C(=O)Nc1nc2c(s1)C(=O)CC(C)(C)C2 (stereo not drawn)	-5	-4	1	-12	0	-30	-47	-7	4	-6	-18
CCc1ccc(NC(=O)CN(c2cccc(C)c2)S(C)(=O)=O)cc1	-6	-9	-2	6	-4	4	6	-6	-4	3	-22
O=C(NCc1cccs1)c1nc(-c2cccs2)no1	-36	-15	-34	-20	3	-56	-15	-64	-1	11	-22
CC1(Cc2ccc(F)cc2)C(=O)Nc2ccc(-c3cccnc3)cc21 (stereo not drawn)	37	x	64*	31	67*	25	46	-18	-2	3	49
CC(C)(C)c1ccc(S(=O)(=O)Nc2ccc(Cc3ccncc3)cc2)cc1	-7	-10	18	20	7	2	13	9	15	-9	17
